# CF NFkB inh = inhibitors of cystic fibrosis induced NF-kB; KKLEB NF-kB-GFP reporter, PAF-induced, GFP fluorescence overnight; inhibition, % at 5 µM; 360,000 compounds, 0.86% hits; AID 588850;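 active means at least 50% inhibition at 5 µM, scaled per plate between neutral and stimulator controls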;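 further: PAF is a Pseudomonas aeruginosa culture filtrate used as stimulus; plate controls were PAF-stimulated DMSO wells for no effect and unstimulated DMSO wells for full effect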
# HIF-2a inh = inhibitors of HIF-2a; inhibition, % at 18.8 µM; 786-0 RCC cells HIF-2a reporter, luciferase luminescence, overnight; 360,000 compounds, 0.72% hits; AID 624352;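 active means inhibition of the luminescence signal of 40% or more relative to plate controls, in a single-dose primary screen at 18.75 µM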
# TRAIL sens C8 = sensitizes caspase-8 expressing cells to TRAIL | NB7+C8 cells + TRAIL, ATPlite viability luminescence | inhibition (viability loss, TRAIL sensitization), % at 10 µM | 360,000 compounds, 1% hits;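 active means compounds causing at least 50% loss of cell viability in the single-dose screen, relative to plate controls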
# Peg3 prom inh = Peg3 promoter activity inhibition | HeLa PEG-Prom luciferase reporter, luminescence, overnight | inhibition, % at 20 µM | 360,000 compounds, 1.7% hits | AID 588405;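 active means inhibition of at least 50% at 20 µM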
# Shn3 3UTR inh = inhibitors of Schnurri-3 3'UTR reporter in osteoblasts; Clone20 osteoblast Shn3 3'UTR firefly luciferase, 24 h; 360,000 compounds, 0.52% hits; inhibition, % at 12.5 µM;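 active means mean inhibition of at least 75% with every replicate also reaching 75%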;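 further: 0% = median of neutral control wells and 100% = pilot-screen positive control compound; some compounds past the cut are filed as inactive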
# NR2E3 ag-1 = activates human NR2E3 receptor; AID 602229; CHO-S Gal4-NCOR/VP16-NR2E3 two-hybrid, luciferase; 360,000 compounds, 0.35% hits; inhibition of corepressor binding, % at 3.98 µM;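 active means inhibition above the mean of all tested compounds plus 3 SD, cut at about 70% in these data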;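 further: 0% = DMSO with NR2E3 transfected cells and 100% = cells lacking NR2E3 construct; higher means lower luciferase signal from less NR2E3 corepressor binding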
# Target sequence (Q9Y5X4 whole entry, looked up, the tested form may be a part): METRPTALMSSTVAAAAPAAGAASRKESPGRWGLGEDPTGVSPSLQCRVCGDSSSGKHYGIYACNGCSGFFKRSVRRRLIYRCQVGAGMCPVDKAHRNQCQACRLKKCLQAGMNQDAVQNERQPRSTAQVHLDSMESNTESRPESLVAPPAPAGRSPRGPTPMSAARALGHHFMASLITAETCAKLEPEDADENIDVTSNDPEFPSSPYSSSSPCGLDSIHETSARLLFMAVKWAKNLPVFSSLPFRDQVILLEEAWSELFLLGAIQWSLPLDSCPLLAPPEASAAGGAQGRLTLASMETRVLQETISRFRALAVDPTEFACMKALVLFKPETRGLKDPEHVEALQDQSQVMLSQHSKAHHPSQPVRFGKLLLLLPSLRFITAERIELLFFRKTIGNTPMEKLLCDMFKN
# NR2E3 ag-2 = agonists of human nuclear receptor NR2E3 | inhibition of corepressor binding, % at 4.78 µM | AID 2300 | Q9Y5X4 | GST-NR2E3/biotin-RetCOR TR-FRET, 1536-well | 320,000 compounds, 0.12% hits;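 active means percent inhibition above the cutoff of mean plus 3 SD of all tested compounds, set per screening campaign, cut at about 20% in these data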;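 further: 0% = DMSO wells and 100% = biotin wells as full block of FRET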
#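 System: GST-tagged NR2E3 plus biotinylated RetCOR corepressor; Buffer or medium: pH 7.5 Tris-based buffer; Probe or stimulus: RetCOR corepressor, biotinylated, 7 nM; Doses: compound at 4.8 µM, single dose; Schedule: 5 h incubation at 4 °C; Technique: time-resolved FRET; Evaluation: percent inhibition of TR-FRET ratio; Replication: one well per compound, singlicate testing.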
# MITF TRPM1 inh = MITF TRPM1 promoter inhibition in SK-MEL-5 cells; SK-MEL-5 TRPM1 promoter luciferase, 24 h; inhibition, % at 12.5 µM; 330,000 compounds, 0.83% hits; AID 488899;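 active means mean inhibition across replicates of 60% or more, whatever share of single replicates reaches that level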; further: values of inactives mirror those of a sister screen read the other way
# TWEAK Fn14 block = TWEAK-Fn14 signaling inhibition; TWEAK-stimulated Fn14 reporter cells, luciferase luminescence, 8 h; inhibition, % at 10 µM; 360,000 compounds, 2% hits; AID 1159606; in the data active means inhibition above about 50%
# TROY signal inh = TROY signaling inhibition. Q293 LMP1-TROYcd NF-kB luciferase reporter, 4 h. inhibition, % at 10 µM. 360,000 compounds, 0.98% hits. AID 1347056;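 active means compounds whose plate-normalised and pattern-corrected inhibition of the luciferase reporter signal at the single screening dose is 50% or more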
# KKLEB tox = CF airway cell cytotoxicity counter-screen | KKLEB CF airway cells viability, ATPlite luminescence, overnight; active compounds read low; cells stimulated with P. aeruginosa culture filtrate | activity change (cytotoxicity), % at 5 µM | 360,000 compounds, 0.36% hits | AID 602141;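 active means corrected activity change at or below -50% at 5 µM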
# Numbers without * were called inactive; · = not tested or not shown.
SMILES,CF NFkB inh,HIF-2a inh,TRAIL sens C8,Peg3 prom inh,Shn3 3UTR inh,NR2E3 ag-1,NR2E3 ag-2,MITF TRPM1 inh,TWEAK Fn14 block,TROY signal inh,KKLEB tox
CCOC(=O)[C@]12CCCC=C1N(Cc1cccc3ccccc13)C(=O)[C@H](CC(=O)NCc1cccc3ccccc13)C2,·,8,8,·,·,-17,·,·,30,-8,·
CCOC(=O)c1ccc(NCc2ccc3c(c2)OCO3)cc1,-8,-120,3,-127,-13,-42,5,-27,4,-40,4
O=C(O)C(CO)N=Cc1c(O)c2ccccc2oc1=O (configuration not stated),26,7,0,6,0,16,1,9,7,-9,2
O=C(OCc1cc(=O)n2ccsc2n1)C1(c2ccccc2)CC1,9,-26,11,-25,-20,-20,·,·,2,-9,-8
CCCCCOc1ccc(/C=C/c2c([N+](=O)[O-])c(=O)n(C)c(=O)n2C)cc1,0,42*,1,31,4,7,-3,1,40,14,10
O=C(CC1C[C@H](C(=O)N2CCOCC2)[C@@]2(CCC3CCCC3)c3[nH]c4ccccc4c3CCN2C1=O)NCc1cccc(C(F)(F)F)c1 (some centres not stated),35,13,49,90*,79,-37,·,52,38,26,-35
Cc1cc(C)cc(OCCCCCNCCO)c1,2,5,-3,11,-6,-6,-1,2,9,9,-18
O=C(c1ccco1)N1CCN(CC(O)Cn2c3ccccc3c3ccccc32)CC1 (configuration not stated),17,16,0,23,5,-8,3,10,13,-5,-12
CC(=O)c1ccc(N2CCN(C(=O)C3CCCN3S(=O)(=O)c3cccc4nsnc34)CC2)cc1 (configuration not stated),-17,6,7,0,-13,-17,-1,3,1,14,13
CCCCCn1c(=N)c(S(=O)(=O)c2ccc(Cl)cc2)cc2c(=O)n3cccc(C)c3nc21,2,13,-8,-9,-8,17,0,-2,3,16,-17
COc1ccc(N(C)C(=O)c2cnc(N3CCN(c4ncccn4)CC3)c3ccccc23)cc1,-16,2,-18,29,-2,6,-1,9,23,9,0
CCS(=O)(=O)N1CCN(Cc2c[nH]c3ccccc23)CC1,5,17,17,18,-9,-16,2,12,7,3,-2
COc1ccccc1-c1nnc(SCC(=O)c2ccc(C3CCCCC3)cc2)n1Cc1ccco1,7,30,-5,46,14,-10,-1,-8,16,-7,0
O=C(O)CSc1nnc(Cn2cnc3ccccc32)n1CCc1ccccc1,0,8,-8,-2,-3,-9,1,1,4,-8,-2
C=CCNC(=O)c1ccc(N(Cc2ccccc2)S(C)(=O)=O)cc1,7,0,1,8,-10,3,-4,1,-7,22,6
CCOc1ccccc1NC(=O)C1=C(C)NC(=O)NC1c1cccs1 (configuration not stated),7,16,-8,2,61,-8,1,-7,13,3,-1
COc1ccc(NS(=O)(=O)c2cccc(C(=O)N/N=C/c3c(F)c(F)c(F)c(F)c3F)c2)cc1,8,51*,66*,95*,2,-16,·,6,-7,18,-30
Cc1ccc(NC2CCCN(C(=O)c3ccc(F)cc3)C2)cc1C (configuration not stated),-3,4,-12,1,2,4,4,-9,-12,5,3
Cc1ccc(CNC(=O)Cn2ccc(NC(=O)OCc3ccccc3)nc2=O)o1,-4,13,-4,-44,7,-38,1,6,16,5,0
O=S(=O)(c1ccc(Cl)cc1)N1CCCC1c1nc2ccccc2s1 (configuration not stated),-8,29,5,11,25,-24,7,0,4,19,6
CCOc1ccc(CN(C)C(=O)NNC(=O)c2ccc(C)cc2)cc1OC,18,18,-3,13,2,27,4,-3,0,2,2
O=C(NC(NC(=S)Nc1ccc(Cl)cc1Cl)C(Cl)(Cl)Cl)c1cccc([N+](=O)[O-])c1 (configuration not stated),11,-3,1,21,17,-17,2,-2,17,33,7
COc1ccc(C(=O)NC2CCN(CC(=O)NCc3cccc(OC)c3)CC2)cc1,1,-2,-17,-2,8,18,2,-4,12,7,-4
C#CCO[C@@H]1C[C@H](n2cnc3c(=O)[nH]c(NC(=O)C(C)C)nc32)O[C@@H]1CO,-1,6,1,2,7,-12,5,2,-1,5,1
CCN(CC)CCCNC(=O)c1ccc(OCC(=O)Nc2ccccc2C(F)(F)F)c(OC)c1,3,27,6,10,8,3,-1,-25,-6,-13,6
# Other results follow.
SMILES,CF NFkB inh,HIF-2a inh,TRAIL sens C8,Peg3 prom inh,Shn3 3UTR inh,NR2E3 ag-1,NR2E3 ag-2,MITF TRPM1 inh,TWEAK Fn14 block,TROY signal inh,KKLEB tox
CCOc1ccc(C(=O)NCC(=O)N2CCCC2)cc1,15,-25,1,-19,-6,9,6,-1,18,-25,-2
CCN(Cc1cnn(C)c1)C(=O)C1CCC(=O)N(CCc2ccc(OC)cc2)C1 (configuration not stated),-31,-4,17,-11,14,-37,-5,4,-5,-4,4
O=C(O)C1CCCCC1C(=O)Nc1cccc2ccccc12 (configuration not stated),4,6,3,16,-28,-14,0,9,0,10,9
CC(C)C[C@H]1CN(CCCC[C@H]2CNC(=O)C(=O)N2CCc2ccc(O)cc2)C(=O)C(=O)N1CCC1CCCCC1,·,-13,-13,·,·,8,·,·,38,-3,·
O=[N+]([O-])c1ccc(S(=O)(=O)N2CCSC2c2ccco2)cc1 (configuration not stated),6,-2,2,22,13,-1,4,2,19,16,2
CC(C)c1ccc(NC(=S)N2CCN(C)CC2)cc1,16,-89,0,-80,-9,3,·,-46,-12,-23,10
CCN(CC)C(=O)[C@H]1CC(CC(=O)NCCc2ccccn2)C(=O)N2CCc3c([nH]c4ccc(OC)cc34)[C@]12C (some centres not stated),-25,6,-1,3,-4,15,·,6,-28,0,24
Cc1ccc2oc(-c3ccc(NC(=O)c4cccnc4)cc3)nc2c1,-2,-287,19,-147,-54,-144,1,-17,56*,13,13
CCC(c1nnnn1Cc1ccccc1)N(Cc1ccco1)Cc1cc2cc(OC)ccc2[nH]c1=O (configuration not stated),13,3,6,7,12,-11,2,-4,11,18,-5
Cc1ccc(C(=O)NCC(=O)N2CCN(S(=O)(=O)c3cccs3)CC2)s1,-17,15,-10,9,-13,-26,4,-4,37,5,4
CCN(CC)S(=O)(=O)c1ccc(Cl)c(C(=O)Nc2nncs2)c1,19,7,5,1,-5,-22,6,2,-17,-2,-15
O=C(Nc1ncc(Cc2cccc(Cl)c2)s1)C1CCCO1 (configuration not stated),6,-208,-4,-222,-30,-73,1,-99,-18,-68,-7
O=C(Cn1ncc2c([nH]c3ccccc32)c1=O)N1CCN(c2ccccn2)CC1,-4,6,-24,24,18,7,0,5,-8,-6,-4
CCOC(=O)C1CCCN(C(=O)c2cc(F)ccc2C)CC1 (configuration not stated),5,6,-23,15,7,0,·,·,-8,-6,1
Cc1nc2c3cc(F)ccc3n(Cc3ccccc3)c2s1,20,-4,-3,15,-7,-73,2,27,-33,13,-27
COc1cc(/C=N/NC(=O)CC23CC4CC(CC(C4)C2)C3)cc(Br)c1OCC(=O)N(C)C,-1,18,-14,35,9,27,0,0,-5,21,0
CC(C)[C@H](NC(=O)c1ccc(C(C)(C)C)cc1)C(=O)Nc1nnc(C2CC2)s1,-2,-1,-8,0,2,16,4,-1,-6,8,-6
CN(Cc1ccccc1)C(=O)c1ncn(C)c1C(=O)N(C)Cc1ccccc1,9,1,-5,1,-42,-10,-1,-4,23,-13,6
CCc1ccccc1NC(=S)N(CCN1CCCCC1)Cc1ccco1,11,14,-6,20,12,-1,4,-8,-7,-15,3
CCN(CC(=O)Nc1c(F)cccc1F)C(=O)C1CC1C (configuration not stated),16,15,12,6,7,7,1,6,-3,-11,-2
CCCCN(C)C1CCN(C(=S)Nc2ccc(OC)cc2)CC1,-10,7,0,0,-9,-2,3,-5,13,8,13
Nc1cc(=O)nc(SCC(=O)N(C2CCCCC2)C2CCCCC2)n1-c1ccccc1,-22,15,-29,8,-14,10,2,-3,18,-5,17
Cc1ccc(NC(=O)c2ccc(S(=O)(=O)NCc3cccnc3)cc2)c(C)c1,-10,-18,-11,4,14,25,3,-2,32,-32,12
OC(Cn1cncn1)c1ccc(Cl)cc1 (configuration not stated),2,14,2,13,-6,-9,-4,0,1,-6,4
Cc1c(Cl)c([N+](=O)[O-])nn1CC(=O)NC12CC3CC(CC(C3)C1)C2,-9,26,-13,15,4,-35,3,-2,-11,21,-17
# The list continues:
SMILES,CF NFkB inh,HIF-2a inh,TRAIL sens C8,Peg3 prom inh,Shn3 3UTR inh,NR2E3 ag-1,NR2E3 ag-2,MITF TRPM1 inh,TWEAK Fn14 block,TROY signal inh,KKLEB tox
CCN1C[C@@H]2[C@@H]3C(=O)N(Cc4ccccc4)C(=O)[C@@H]3[C@](CC)(C1=O)N2C(=O)c1ccc(C(F)(F)F)cc1,-56,-6,-28,-5,-10,-4,·,1,-1,5,-3
O=C(C/C=N/OCc1ccc(F)cc1Cl)c1cnc(-c2ccccc2)s1,-11,-29,2,-9,2,-1,1,15,28,36,10
COc1ccc(CN2C(=NC(=O)C3CCCCC3)SC3CS(=O)(=O)CC32)cc1 (configuration not stated),16,14,7,15,-5,-20,-2,6,-29,-8,-11
CCCN1CCN(C(=S)Nc2ccc([N+](=O)[O-])cc2)CC1,8,-20,-3,-10,6,-4,-1,7,2,-25,-8
NS(=O)(=O)c1ccc(NC(=O)COC(=O)COc2ccccc2)cc1,9,19,-2,3,-1,-18,3,7,-2,4,-12
COc1cc(/C=C2/SC(=O)NC2=O)ccc1OC(=O)c1ccco1,20,-11,3,5,3,-27,3,0,19,-8,-19
Cc1cc(C)c2nc(Nc3nc(CSc4nc5ccccc5[nH]4)cc(=O)[nH]3)nc(C)c2c1,-19,-6,11,2,21,8,·,20,26,28,2
O=c1c(O)c(-c2cccs2)oc2ccc(Cl)cc12,-20,-69,11,-22,0,-37,4,-3,-46,-22,23
C=CCNC(=O)NC(=O)CN1C(=O)NC(c2ccccc2)(c2ccccc2)C1=O,-24,9,11,12,-20,-13,2,2,13,9,1
CC(C)NC(=O)Cn1cc(C(=O)C(=O)N2CCOCC2)c2ccccc21,7,17,-3,5,5,8,3,0,-2,13,9
O=C(CS(=O)(=O)c1cn(CC(=O)N2CCOCC2)c2ccccc12)NCc1ccc(F)cc1,1,14,-12,10,-5,-23,4,13,21,-15,4
CC(C)=CCN1CCN(Cc2cnc(N3CCCC3)s2)CC1CCO (configuration not stated),5,8,9,11,14,-15,1,-4,-17,6,8

# This is a subset; the hit share may differ from the screen's.
